# Compound activity from PubChem.
# SW480 rereplic: induces DNA re-replication in SW480 colon adenocarcinoma cells. SW480 DNA re-replication, Hoechst DNA content imaging, 48 h. Potency, µM (doses to about 46.1 µM), inactives show at the top dose re-replication activation, usual class: activators. 340,000 compounds, 1.8% hits. AID 624297; also: potency is read from the fitted curve at half-maximal effect; % of control where 0% means no effect; nearly all actives have a fitted effect of over 55% in size
#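 Compounds, transferred as 23 nL by pin tool, were incubated with cells for 48 hr; DNA content per nucleus was then quantified by Hoechst staining and fluorescence plate imaging.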
# IL1B secr inh: inflammasome signaling inhibition, IL-1 beta readout. THP-1 LPS/ATP IL-1B secretion, AlphaLISA, 16 h; active compounds read low. activity change, % at 57.5 µM. 360,000 compounds, 4.7% hits; in the data active = activity change below about -50%; inconclusive = mostly about -30% to -49%; also: % is scaled to controls: 0 for no effect and ±100 for the full control effect
#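 THP-1 cells pretreated 1 hr with compounds (up to 57.5 uM final), then stimulated with LPS (250 ng/mL final) plus ATP (1.25 mM final); secreted IL-1B measured by AlphaLISA after 16 hr, decreased signal indicating inhibition.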
# ATXN2 expr inh: reduces ATXN2 reporter expression in HEK-293 cells; HEK-293 ATXN2-luciferase reporter, luminescence, 24 h; Potency, µM (top dose mostly 57 µM), without a hit: top-dose activity change, negative = inhibition, most hits filed as inhibitors; 360,000 compounds, 0.72% hits; AID 1745845; also: potency is read from the fitted curve at half-maximal effect; % is scaled to controls: 0 for no effect and ±100 for the full control effect; nearly all actives have a fitted effect of over 55% in size
#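 qHTS (up to 57 uM final) was run with 24 h compound exposure of reporter cells at 37 °C. Each well was multiplexed: SteadyGlo luminescence measured ATXN2-luciferase expression after a fluorogenic Gly-Phe-AFC viability readout (25 uM final).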
# ATXN viability: cell viability loss in ATXN counter-screen; S2 cells (HEK-293 line with an ATXN2-luciferase reporter) viability, CellTiter-Fluor protease fluorescence, 24 h; Potency, µM (highest dose often 56.7 µM), hits mostly cytotoxic; 400,000 compounds, 0.49% hits; AID 651635; also: potency is read from the fitted curve at half-maximal effect; nearly all actives have a fitted effect of over 40% in size
# HT1080NT lethal: kills 2HG-producing HT-1080-NT fibrosarcoma cells | HT-1080-NT fibrosarcoma viability, CellTiter-Glo ATP luminescence, 48 h | Potency, µM (highest dose often 46.1 µM), for inactives: at the top dose activity, negative = less viability, hits mostly cytotoxic | 360,000 compounds, 1.6% hits;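 also: NT is the 2HG producing partner of a matched IDH1 knockdown line; potency is read from the fitted curve at half-maximal effect; 0% = DMSO-treated cells and -100% = media-only wells without cells; nearly all actives have a fitted effect of over 55% in size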
#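 Toxicity toward the 2HG-producing NT line was scored as %Activity, normalised to DMSO and no-cell wells, from CellTiter-Glo luminescence after 48 hours' treatment.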
# HepG2 tox: HepG2 cytotoxicity, counter-screen for TGF-b inhibitors. HepG2 CAGA-GFP viability, ATP luminescence, 18 h. Potency, µM (titrated, usually from 46.1 µM), for inactives: top-dose activity change, negative = cytotoxicity, usual class: cytotoxic. 410,000 compounds, 0.76% hits. AID 588856; also: potency is read from the fitted curve at half-maximal effect; some results filed as inactive show a strong effect at the top dose
#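 CellTiter-Glo luminescence gave cytotoxicity after 18 hours at 37 degrees C. The cells were HepG2 CAGA-GFP in 1% FBS DMEM, stimulated with 500 pg/mL TGF-beta after compound addition. %Activity was normalised to no-cell wells (complete cell-killing) and DMSO (no toxicity), and curves were fitted and classified.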
# KB-3-1 tox: kills parental KB-3-1 adenocarcinoma cells; KB-3-1 viability, CellTiter-Glo ATP luminescence, 72 h; Potency, µM (series often up to 46.1 µM), without a hit: at the top dose activity change, negative = cytotoxic, actives largely listed as cytotoxic; 400,000 compounds, 1.4% hits; also: potency is read from the fitted curve at half-maximal effect; % is scaled to controls: 0 for no effect and ±100 for the full control effect; nearly all actives have a fitted effect of over 60% in size
#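 Using CellTiter-Glo luminescence, growth of non-resistant KB-3-1 adenocarcinoma cells is assessed 72 h after pin-tool compound addition at 37 °C. Normalized responses across the concentration series yield fitted curves.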
# MCF10A rerep: inducers of DNA re-replication in MCF 10A breast cells; MCF 10A DNA re-replication, Hoechst nuclear intensity, 48 h; Potency, µM (top dose mostly 46.1 µM), for the others: at the top dose activity, positive = re-replication, most hits filed as activators; 350,000 compounds, 2.9% hits; also: potency is read from the fitted curve at half-maximal effect; % of control where 0% means no effect; nearly all actives have a fitted effect of over 50% in size
# HT1080 IDH1KD tx: HT-1080 IDH1 knockdown cell toxicity (counter line); HT-1080 IDH1 knockdown viability, ATP luminescence, 48 h; Potency, µM (titrated, usually from 46.1 µM), for inactives: at the highest dose activity, negative = toxicity, most hits filed as cytotoxic; 360,000 compounds, 2% hits;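 also: potency is read from the fitted curve at half-maximal effect; 0% = DMSO wells and -100% = cell-free medium wells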
#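 % activity derives from luminescence (CellTiter-Glo), normalised to DMSO and no-cell wells. HT-1080-IDH1KD cells, 750/well, had 48 h compound exposure at 37 °C.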
# * marks the source's active call; other numbers are inactive results; i = inactive; u = inconclusive; x = not tested or not shown; & = joins results of further samples; [ ] = remark or other dose. Unless noted, calls follow the shape of the dose curve; as a rule, active = well fitted curve in the direction sought with a large enough effect; inconclusive = small, poorly fitted or top-dose-only effect, or another doubt; inactive = no such curve, though single readings can be large; an effect the other way counts as inactive or inconclusive.
SMILES,SW480 rereplic,IL1B secr inh,ATXN2 expr inh,ATXN viability,HT1080NT lethal,HepG2 tox,KB-3-1 tox,MCF10A rerep,HT1080 IDH1KD tx
Cc1ccc(NC(=O)Cn2cnc3c(oc4nc5c(cc43)COC(C)(C)C5)c2=O)cc1,x,10.2,4.7%,i,16.3%,-6.1%,-10.3%,-0.6%,14.0%
COc1ccc(NC(=O)CSc2nc3ccccc3c3nc4ccccc4n23)cc1,u,17.0,-11.3%,i,u,4.4%,u,u,u
CC(C)(C)n1ncc2c(=O)n(Cc3cccc(Cl)c3)cnc21,-15.2%,u,-21.6%,i,-12.9%,-13.3%&-21.2%,2.6%,3.9%,-0.6%
CN(Cc1nccn1C)C(=O)c1cc(COc2cccc(C(F)(F)F)c2)on1,-37.5%[inhibitor],22.9,28.9%,i,-1.0%,-3.8%,-17.5%,2.1%,-10.1%
Cc1cc(NC(=O)CSCc2nc(-c3cccc(Cl)c3)oc2C)no1,-3.1%,20.1,-8.4%,i,0.7%,-2.9%,4.4%,7.0%,-0.6%
Cc1cccc(/C=C2/S/C(=N/N=C3\CC4CCC3(C)C4(C)C)NC2=O)c1 (stereo unspecified),12.7%,u,-8.9%,i,-2.5%,-93.7%,u,u,-2.1%[9.24 µM]
O=C(NCc1nnc(SCC(=O)N2CCCc3ccccc32)n1-c1ccccc1)c1cccc2ccccc12,11.0%,-0.1,-20.3%,i,-15.1%,-21.6%,u,17.6%,-28.5%
COc1ccc(CC(N)c2csc(NC(=O)Nc3ccccc3Cc3ccccc3)n2)cc1 (stereo unspecified),x,-51.9*,u,u,u,22.4µM*,u,x,u
c1ccc(-c2nnc(-c3ccncc3)nc2-c2ccccc2)cc1,-41.4%[inhibitor],0.0,-17.6%,i,-8.4%,-33.0%,-14.9%,0.0%,-0.1%
CCCS(=O)(=O)N1CCC(C(=O)NCCc2ccc(OC)c(OC)c2)CC1,1.4%[9.22 µM],-2.8,0.3%,i,16.1%,14.2%,1.9%,-1.5%,11.1%
CC1CCN(S(=O)(=O)N2CCN(C(=O)c3ccc4c(c3)OCO4)CC2)CC1,-2.1%,22.7,-5.8%,x,6.7%,16.5%,9.1%,1.4%,7.1%
CCCCOc1ccc(C(=O)N/C(=C/C=C/c2ccccc2)C(=O)NC)cc1,-6.8%,-21.1,16.6%,i,-1.2%,-1.1%,0.0%,-22.3%,-9.5%
CCn1c(SCC(=O)Nc2sc3c(c2C#N)CCC(C(C)(C)C)C3)nnc1-c1ccco1 (stereo unspecified),0.5%,13.9,-14.6%,i,13.9%,6.5%,6.0%,u,15.2%
CCCNC(=O)NC(=O)CSc1nncs1,u,-11.5,31.9%[activator],i,19.1%,0.1%,-2.7%,5.8%,16.3%
CNC(=O)c1cc(C(=O)c2ccc(C(F)(F)F)cc2F)c[nH]1,-20.8%,0.0,0.2%,i,12.7%,-2.9%,-4.1%,13.7%,11.9%
CCC(=O)OCc1cc(=O)n2nc(C3CC3)sc2n1,x,x,10.1%,i,x,9.4%,3.3%,x,x
CN(C)c1nc(SCC#N)nc(N2CCOCC2)n1,-21.0%,-6.6,-3.6%,i,4.2%,-4.5%,8.4%,9.2%,1.5%
Cc1ccc(S(=O)(=O)N2C[C@@H]3[C@H]4CC[C@H](C4)[C@@H]3[C@@H](C)[C@@H]2c2ccn(Cc3ccccc3)c2)cc1,-24.5%,0.0,3.3%,i,-11.8%,-10.1%,0.0%,13.9%,-20.5%
CNC(=O)c1c(NC(=O)CCS(=O)(=O)c2ccc(Cl)cc2)sc2c1CCN(C(=O)OC)C2,-11.2%,-17.7,50.8%[activator],i,7.5%,-3.2%,1.6%,u,0.8%
Cc1cccn2cc(CCNC(=O)c3cccs3)nc12,2.6%,-11.8,26.4%,i,21.4%,6.1%,1.0%,-4.7%,12.0%
Cc1ccc(CCNC(=O)CS(=O)Cc2nc(-c3ccccc3F)oc2C)cc1 (stereo unspecified),-13.7%,-3.8,-3.0%,i,-0.7%,-9.7%,-4.1%,-1.3%,0.0%
CCOC(=O)C1CCN(CC(=O)c2c(C)n(C)c3ccc(OC)cc23)CC1,-8.0%,-3.7,-17.9%,i,-0.5%,-16.1%,7.5%,-6.7%,-6.4%
O=C(CSc1nnc(Cc2ccccc2)n1Cc1ccco1)NC12CC3CC(CC(C3)C1)C2,0.5%,-2.7,-17.9%,u,-22.8%,-25.4%,1.7%,u,u
CCn1c(CN2c3ccccc3Sc3ccccc32)n[nH]c1=S,2.5%,-13.6,-8.3%,i,-12.3%,-18.1%,-5.2%,u,-1.8%
NC(=O)[C@@H]1CCCCNc2c(F)cc([N+](=O)[O-])cc2C(=O)N[C@@H](CCCN=C(N)N)C(=O)NCC(=O)N1,0.2%,-4.6,-4.0%,u,-1.6%,-0.2%,0.0%,16.0%,-0.1%

# Next section, overlapping the part above by 3 compounds.
SMILES,SW480 rereplic,IL1B secr inh,ATXN2 expr inh,ATXN viability,HT1080NT lethal,HepG2 tox,KB-3-1 tox,MCF10A rerep,HT1080 IDH1KD tx
O=C(CSc1nnc(Cc2ccccc2)n1Cc1ccco1)NC12CC3CC(CC(C3)C1)C2,0.5%,-2.7,-17.9%,u,-22.8%,-25.4%,1.7%,u,u
CCn1c(CN2c3ccccc3Sc3ccccc32)n[nH]c1=S,2.5%,-13.6,-8.3%,i,-12.3%,-18.1%,-5.2%,u,-1.8%
NC(=O)[C@@H]1CCCCNc2c(F)cc([N+](=O)[O-])cc2C(=O)N[C@@H](CCCN=C(N)N)C(=O)NCC(=O)N1,0.2%,-4.6,-4.0%,u,-1.6%,-0.2%,0.0%,16.0%,-0.1%
CCOc1ccc(NC(=O)N(C2CCCCC2)C(C)c2ccncc2)cc1 (stereo unspecified),3.0%,-14.9,5.6%,i,7.4%,-8.2%,-10.2%,0.3%,-1.5%
O=C(CN(c1cccc(C(F)(F)F)c1)S(=O)(=O)c1ccc(Cl)c([N+](=O)[O-])c1)NCc1ccccc1Cl,u,-100.0*,u,x,-20.1%,-58.9%,-5.8%,4.61µM*,3.2%
CNS(=O)(=O)c1ccc2c(c1)[nH]c(=S)n2C,x,-25.0,x,i,1.2%,-25.1%,-0.4%,x,-8.8%
Cc1ccc(OCCNS(=O)(=O)c2ccc(Cl)cc2)cc1,u,-16.4,-18.2%,i,u,-20.2%,u,u,3.0%
CC(C)(C)c1ccc(C(=S)N2CCN(c3ccccc3)CC2)cc1,-1.6%,-4.1,-21.5%,i,-3.6%,-33.7%,-4.7%,0.5%,-19.0%
Cc1ccc(C(C)NC(=O)c2cccs2)cc1C (stereo unspecified),-0.7%,3.2,0.3%,i,-1.1%,15.3%,0.9%,6.9%,-6.7%
CCCCN(C(=O)CCCc1nc2ccccc2s1)c1c(N)n(CCCC)c(=O)[nH]c1=O,-34.2%[inhibitor],i,4.6%,i,2.1%,-4.4%,u,23.4%,-2.4%
COc1ccc(C(=O)OCC(=O)Nc2sccc2C(N)=O)cc1[N+](=O)[O-],5.8%,-7.4,-1.9%,i,12.8%,-22.3%,3.9%,-3.7%,u
COc1ccc(CNC(=O)C(c2cccs2)N(Cc2ccco2)C(=O)Cc2cccs2)cc1 (stereo unspecified),x,u,-14.7%,i,-16.4%,-3.2%,u,u,-25.2%
CC1CCC(NC(=O)CN2C(=O)C3CC=CCC3C2=O)CC1 (stereo unspecified),6.3%,-1.6,x,x,-3.1%,4.4%,5.3%,u,1.5%
O=C(Nc1ccccc1C(=O)Nc1ccncc1)c1cccc([N+](=O)[O-])c1,-32.8%[inhibitor],i,4.2%,i,3.4%,-25.1%,2.9%,-6.6%,2.3%
c1ccc(N/N=C2\CCCc3ccccc32)nc1,1.0%,19.9,-30.9%,i,0.0%,-19.3%,8.9%,1.9%,-1.9%
CCn1cc(C(=O)O)c(=O)c2cc(F)c(N3CCN(C(=S)NC(=O)c4ccccc4)CC3)cc21,u,9.0,5.0%,i,20.7%,-13.3%,13.1%,-3.6%,14.1%
CC(=O)Nc1ccc(NC(=O)C(NS(=O)(=O)c2ccc3c(c2)OCCO3)C(C)C)cc1 (stereo unspecified),-4.0%,1.5,x,i,8.1%,-6.4%,3.9%,-0.4%,-0.7%
Cc1noc(C)c1C(=O)OCC(=O)NCCc1ccc(Cl)cc1,-2.0%,-6.2,3.7%,i,15.0%,-14.4%,-0.1%,12.6%,17.2%
CCOc1cccc2sc(N(CCN(CC)CC)C(=O)c3ccco3)nc12,x,x,-28.0%,u,x,-36.8%,-5.3%,x,x
O=C(CSc1nccc(=O)[nH]1)N1CCCc2ccccc21,6.8%,24.9,4.1%,i,9.9%,-13.9%,-9.3%,16.3%,-4.3%
COc1cc(C(=S)N2CCOCC2)ccc1OC(=O)/C=C/c1ccco1,17.0%,5.0,-39.9%,i,-4.1%,45.5%,-0.6%,-3.5%,7.3%
COC(=O)[C@H](C)NC(=O)NC(C)CCc1ccccc1 (stereo partly specified),2.9%,16.7,1.6%,i,-2.7%,-2.9%,-9.6%,-5.3%,-9.7%
Cc1ccc(N=Nc2ccc(O)c(P(=O)(c3ccccc3)c3ccccc3)c2)cc1,9.3%,-15.8,x,i,10.9%,-44.4%,-26.0%,11.1%,13.6%
COc1ccc(OC)c(CN2CCC(CNC(=O)Nc3cccc(Cl)c3)CC2)c1,3.9%,0.0,x,u,-4.6%,-28.4%,u,1.8%,0.8%
CCC(=O)N1CCc2cc(S(=O)(=O)CCC(=O)Nc3cccc(F)c3)ccc21,0.8%,-29.7,1.5%,i,4.2%,-3.5%,-15.4%,0.4%,7.6%
COc1ccc2cc(C3CC(c4cccs4)=NN3C(C)=O)c(Cl)nc2c1 (stereo unspecified),-15.5%,10.4,-2.6%,i,8.6%,2.1%,-16.6%,8.0%,12.9%
